Compound activity as filed in PubChem BioAssay.
hIAP act: human IAP activation; purified human IAP, CDP-Star luminescence, 30 min; hits give high values; 1 = vehicle-only enzyme, 0 = enzyme-free background; activation factor at 10 µM; 330,000 compounds, 0.16% hits; AID 2524;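 active = activation factor of the enzyme at least 2-fold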; also: the source names both 10 and 20 µM as test concentration; values of inactives mirror those of a sister screen read the other way
Target sequence (P09923 whole entry, looked up): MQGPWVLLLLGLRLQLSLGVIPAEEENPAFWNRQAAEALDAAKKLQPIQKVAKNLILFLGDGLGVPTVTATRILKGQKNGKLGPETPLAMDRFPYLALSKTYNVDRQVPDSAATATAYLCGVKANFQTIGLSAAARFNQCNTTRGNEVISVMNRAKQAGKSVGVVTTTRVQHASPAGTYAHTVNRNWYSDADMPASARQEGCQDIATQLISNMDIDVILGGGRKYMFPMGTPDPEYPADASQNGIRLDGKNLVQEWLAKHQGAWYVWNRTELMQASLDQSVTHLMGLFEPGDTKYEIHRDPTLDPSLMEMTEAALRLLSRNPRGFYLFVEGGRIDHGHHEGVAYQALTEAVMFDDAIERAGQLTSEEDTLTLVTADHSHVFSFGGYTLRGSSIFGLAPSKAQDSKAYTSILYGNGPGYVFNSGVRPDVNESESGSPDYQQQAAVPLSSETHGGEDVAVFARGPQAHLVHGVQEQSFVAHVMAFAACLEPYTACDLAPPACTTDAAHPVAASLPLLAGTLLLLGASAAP
GRIN3A LBD mod: NR3A (human) ligand-binding domain modulation; 340,000 compounds, 2.5% hits; Tm shift relative to glycine control, % at 25 µM; NR3A LBD differential scanning fluorimetry, Tm shift; 0% = protein alone, 100% = glycine-bound protein;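 active = melting temperature shift of at least 10% of the positive control shift, at one fixed dose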
PfGluPho inh: PfG6PD (Plasmodium falciparum) enzyme inhibition | PfGluPho enzyme, NADPH resazurin-diaphorase fluorescence | inhibition, % at 20 µM | 350,000 compounds, 0.78% hits | AID 504690;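 active = inhibition reaching at least a set limit at 20 µM in the primary screen, cut at about 59% in these data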;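 also: 0% = DMSO wells with substrate and 100% = DMSO wells lacking glucose-6-phosphate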
SENP6 inh: inhibitors of human SENP6 protease. 330,000 compounds, 1.8% hits. Recombinant SENP6 catalytic domain, aminoluciferin luminescence. inhibition, % at 10 µM;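 active = inhibition above about 50% at the single tested dose, limit read from the data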;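 also: plate controls were DMSO wells with enzyme for no effect and DMSO wells lacking enzyme for full effect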
ATG4B inh: inhibitors of human ATG4B cysteine protease; ATG4B cleavage of LC3-PLA2, NBD-HPC fluorescence, 1 h; inhibition, % at 8.33 µM; 340,000 compounds, 0.51% hits; AID 504462; in the data active = inhibition above about 40%
SENP8 inh: SENP8 (human) protease inhibition | inhibition, % at 20 µM | Q96LD8 | 360,000 compounds, 0.64% hits | recombinant SENP8, Nedd8 substrate fluorescence; in the data active = inhibition mostly above about 40%, no sharp cut-off; inactive = mostly below about 27%
Target sequence (Q96LD8 whole entry, looked up): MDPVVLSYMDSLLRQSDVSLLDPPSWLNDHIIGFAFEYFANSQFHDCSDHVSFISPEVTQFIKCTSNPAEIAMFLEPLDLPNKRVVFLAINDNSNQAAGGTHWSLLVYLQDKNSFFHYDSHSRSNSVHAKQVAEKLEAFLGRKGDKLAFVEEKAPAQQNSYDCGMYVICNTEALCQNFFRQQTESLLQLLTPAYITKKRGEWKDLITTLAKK
SENP1 FRET inh: inhibitors of human SENP1 SUMO protease catalytic domain; 360,000 compounds, 0.21% hits; inhibition, % at 10 µM; recombinant SENP1 catalytic domain, CyPet-SUMO1-YPet FRET cleavage; Q9P0U3;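 active = inhibition at least 30% at 10 µM, raw YFP signal under a set limit, fluorescence ratio 0.5 to 1.5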;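 also: 0% = enzyme with DMSO and 100% = no enzyme wells; some results filed as inactive read as strong as hits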
Target sequence (Q9P0U3 419-644 limits assumed): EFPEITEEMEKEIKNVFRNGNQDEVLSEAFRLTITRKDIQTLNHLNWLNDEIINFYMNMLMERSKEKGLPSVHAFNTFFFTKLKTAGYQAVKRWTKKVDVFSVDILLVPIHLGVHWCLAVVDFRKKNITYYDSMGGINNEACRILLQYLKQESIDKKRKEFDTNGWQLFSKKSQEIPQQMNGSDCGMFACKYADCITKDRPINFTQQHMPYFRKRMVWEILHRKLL
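Test system: recombinant human SENP1 catalytic domain, His6-tagged / Medium: pH 8 Tris buffer with EDTA, NaCl, BME, BSA, NP40, catalase / Also added: SUMO1 FRET substrate flanked by Cypet and Ypet, 25 nM / Times: 50 min reaction at room temperature / Signal: FRET, CFP and YFP emission / Control set: no-enzyme low control and enzyme-plus-DMSO high control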
MPTP inh: permeability transition pore inhibition; isolated mouse mitochondria, Ca2+ swelling absorbance, 30 min; inhibition, % at 10 µM; 360,000 compounds, 1.4% hits;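 active = inhibition of 50% or more, scaled per plate between neutral and stimulator controls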;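 also: 0% = DMSO wells given calcium and 100% = 1 mM EGTA wells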
Starred values were filed as active, the others as inactive; x = no result given.

Compound | hIAP act | GRIN3A LBD mod | PfGluPho inh | SENP6 inh | ATG4B inh | SENP8 inh | SENP1 FRET inh | MPTP inh
Cc1nn(-c2ccc(Cl)cc2Cl)c(C)c1C(=O)O | 1 | -3 | -2 | -6 | -8 | 6 | 1 | 0.2
CCOc1ccc(N(CC(=O)NCCc2ccc(F)cc2)S(=O)(=O)c2ccccc2)cc1 | 0.96 | -3 | -8 | 7 | 7 | 5 | 3 | 0.0
CN1CCN(c2nc3c(c(=O)n(C)c(=O)n3C)n2Cc2ccccc2)CC1 | 1.1 | 1 | -11 | 5 | 4 | 15 | 2 | 0.6
CC(=O)Nc1ccc(OC(F)(F)C(F)C(F)(F)F)c(NC(C)=O)c1 (stereo not drawn) | 0.97 | -1 | 1 | -11 | 1 | 4 | 1 | -2.6
Clc1cccc(Cl)c1CSc1nnc2ccccn12 | 0.92 | -3 | 2 | 5 | 8 | 10 | -1 | 0.3
COc1ccc(C)cc1S(=O)(=O)N1CCN(S(=O)(=O)c2cc(C)ccc2OC)CC1 | 0.93 | -2 | 21 | -6 | 0 | 10 | 1 | 0.2
Cc1cc(NC(=O)CCC(=O)N(CC(=O)NC2CCCC2)c2ccc(Cl)cc2)no1 | 0.95 | -2 | 4 | -2 | -3 | 2 | -2 | 0.2
COc1ccc(C)cc1S(=O)(=O)N1CCC(C(=O)NCCc2ccccc2)CC1 | 0.88 | -2 | -4 | -2 | -8 | -8 | 1 | 0.0
Cc1oc(-c2cc3c(cc2Cl)OCO3)nc1CN1CCCC1c1ccc(F)cc1 (stereo not drawn) | 0.91 | 0 | 9 | 20 | 2 | -19 | -8 | 1.3
CC(=O)NC(=S)Nc1ccc2oc(-c3cc(F)c(F)cc3Cl)nc2c1 | 1.1 | -3 | -7 | 2 | -5 | -39 | 0 | 37
C=CCn1c(SCc2ccccc2Cl)nnc1-c1sc2nc(C)cc(C)c2c1N | 1.1 | -4 | 13 | 0 | -1 | -407 | -98 | 5.5
CCCOC(=O)NC(CC)COC(=O)Nc1cccc(C)c1C (stereo not drawn) | 1.1 | -1 | -8 | -17 | -9 | 17 | 3 | -2.0
Fc1ccccc1CSc1nc2ccccc2[nH]1 | 0.95 | 0 | -10 | 83* | -4 | 16 | 2 | 0.2
CC(=O)c1cccc(NC(=O)c2csc3c2CCCCC3)c1 | 1 | -7 | 16 | 5 | -6 | 1 | -1 | 5.6
COc1cccc(CC(=NO)c2cccc(OC)c2)c1 | x | -2 | -4 | x | 4 | 5 | 1 | 0.9
Cc1cc(C(=O)NNC(=S)NCc2ccco2)nn1C | 1.5 | 2 | -16 | 8 | 1 | 6 | 1 | -2.2
O=C(C[n+]1ccccc1)c1ccc(NC(=O)c2ccccc2)cc1 | 1.2 | 1 | 10 | -3 | -3 | 13 | 0 | 0.2
Cc1nnc(SCC(=O)N2CCN(S(=O)(=O)c3ccccc3)CC2)n1Cc1ccccc1 | 1.1 | -2 | -4 | -10 | 6 | 20 | 0 | -0.1
CC(/C=C/c1ccco1)=N/NC(=O)Cc1cccs1 | 1.1 | -2 | 54 | -14 | -1 | -17 | -4 | 0.9
CC(=O)c1cccc(CN2CCC(CO)(CCOc3ccccc3)CC2)c1 | 1.1 | 2 | 25 | 9 | -3 | 4 | 2 | 0.8
Cc1cc(C)c(S(=O)(=O)Cc2ccccc2)c(=O)[nH]1 | 0.82 | 0 | 0 | -11 | 11 | -17 | 0 | 0.6
CC(=O)c1ccc(NC(=O)NC2CC(=O)N(c3ccc4c(c3)OCCO4)C2)cc1 (stereo not drawn) | 0.96 | 14* | -8 | -4 | -6 | 10 | 2 | -0.5
CCN1CCN(C(=O)c2ccc3c(c2)S(=O)(=O)c2ccccc2C3=O)CC1 | 0.9 | -1 | -3 | -6 | -2 | 9 | 1 | 0.6
CC(=O)c1cccc(OCc2cc(C(=O)N(C)C(C)c3ccccn3)no2)c1 (stereo not drawn) | 1 | 0 | 7 | -13 | -2 | 7 | -1 | 0.4
Nc1ccc(C(=O)OCc2nc3cc4ccccc4cc3[nH]2)cc1 | 1.1 | 5 | 63* | -9 | -8 | -16 | -3 | -0.3
O=c1ccc(-c2ccc(S(=O)(=O)NCc3cccc(Br)c3)s2)n[nH]1 | 1 | 5 | -1 | 1 | 3 | -34 | 1 | -2.4
CC(=O)N1c2ccc(S(=O)(=O)N3CCCC3)cc2CC1C(=O)NCc1ccc(OC(C)C)cc1 (stereo not drawn) | 1.3 | -1 | 4 | 7 | -10 | 12 | -4 | -1.6
CN1CCN(c2sc(S(C)(=O)=O)nc2S(=O)(=O)c2ccc(Cl)cc2)CC1 | 0.93 | 2 | -2 | 7 | -7 | 13 | 2 | -1.0
CCc1c(O)nc2ccccn2c1=O | 0.96 | -3 | 14 | -8 | 2 | -19 | -2 | -0.6
CC1CC(C)(C)N(C(=O)NC2CCCCC2)c2ccccc21 (stereo not drawn) | 1.1 | 1 | -5 | -3 | 6 | -3 | -1 | 0.5

4 consecutive records already listed, for reference:
Compound | hIAP act | GRIN3A LBD mod | PfGluPho inh | SENP6 inh | ATG4B inh | SENP8 inh | SENP1 FRET inh | MPTP inh
Cc1nn(-c2ccc(Cl)cc2Cl)c(C)c1C(=O)O | 1 | -3 | -2 | -6 | -8 | 6 | 1 | 0.2
CCOc1ccc(N(CC(=O)NCCc2ccc(F)cc2)S(=O)(=O)c2ccccc2)cc1 | 0.96 | -3 | -8 | 7 | 7 | 5 | 3 | 0.0
CN1CCN(c2nc3c(c(=O)n(C)c(=O)n3C)n2Cc2ccccc2)CC1 | 1.1 | 1 | -11 | 5 | 4 | 15 | 2 | 0.6
CC(=O)Nc1ccc(OC(F)(F)C(F)C(F)(F)F)c(NC(C)=O)c1 (stereo not drawn) | 0.97 | -1 | 1 | -11 | 1 | 4 | 1 | -2.6

Returning to the listing with the five entries that preceded the break.
Compound | hIAP act | GRIN3A LBD mod | PfGluPho inh | SENP6 inh | ATG4B inh | SENP8 inh | SENP1 FRET inh | MPTP inh
O=c1ccc(-c2ccc(S(=O)(=O)NCc3cccc(Br)c3)s2)n[nH]1 | 1 | 5 | -1 | 1 | 3 | -34 | 1 | -2.4
CC(=O)N1c2ccc(S(=O)(=O)N3CCCC3)cc2CC1C(=O)NCc1ccc(OC(C)C)cc1 (stereo not drawn) | 1.3 | -1 | 4 | 7 | -10 | 12 | -4 | -1.6
CN1CCN(c2sc(S(C)(=O)=O)nc2S(=O)(=O)c2ccc(Cl)cc2)CC1 | 0.93 | 2 | -2 | 7 | -7 | 13 | 2 | -1.0
CCc1c(O)nc2ccccn2c1=O | 0.96 | -3 | 14 | -8 | 2 | -19 | -2 | -0.6
CC1CC(C)(C)N(C(=O)NC2CCCCC2)c2ccccc21 (stereo not drawn) | 1.1 | 1 | -5 | -3 | 6 | -3 | -1 | 0.5
C=CC[C@@H](CC(=O)N[C@@H](CO)Cc1ccccc1)C(=O)N[C@@H](COC(=O)[C@H](CC=C)CC(=O)OC(C)(C)C)Cc1c[nH]c2ccccc12 | 1.2 | -6 | 15 | 8 | -17 | 11 | 0 | 0.7
O=C(CC1C(=O)NCCN1Cc1ccc(-c2ccccc2)cc1)NCc1ccncc1 (stereo not drawn) | 1 | -1 | -4 | -6 | -14 | -10 | -10 | -0.3
CCCCn1c(=O)c(CC(C)=O)nc2ccccc21 | 1.2 | -1 | -21 | -16 | 16 | -68 | -91 | 2.1
CCCn1c(=O)c2[nH]cnc2n(-c2ccccc2C)c1=O | 0.79 | -2 | 9 | 4 | -6 | 5 | 1 | 2.0
CN(C)S(=O)(=O)c1ccc(/C(O)=C2/C(=O)C(=O)N(CCCN3CCOCC3)C2c2ccncc2)cc1 (stereo not drawn) | 0.91 | 1 | 2 | -20 | -5 | 18 | 0 | -0.7
COc1cc([N+](=O)[O-])ccc1NC(=O)COC(=O)CCS(=O)(=O)c1ccc(C)cc1 | 0.98 | 1 | -5 | -11 | -8 | 4 | -1 | 0.3
Cc1ccc(N(C)S(=O)(=O)c2cccc(C(=O)Nc3nnc(C4CC4)s3)c2)cc1 | 1.1 | -10 | -31 | -6 | -6 | -12 | 1 | 3.8
Cc1c(N(C)S(=O)(=O)c2ccc(Cl)c(C(=O)N3CCC(C(N)=O)CC3)c2)c(=O)n(-c2ccccc2)n1C | 0.92 | -1 | -6 | -18 | -5 | 12 | 2 | -0.8
O=C(/C=C/c1cn(CC(O)CN2CCCCCC2)c2ccccc12)c1cccs1 (stereo not drawn) | 0.75 | -1 | 12 | -4 | -7 | -329 | -26 | 80*
CN(CC(=O)Nc1c(Cl)cccc1Cl)C(=O)CCC1CCCC1 | 1 | 0 | 2 | -15 | -2 | 0 | -1 | -1.7
O=C(NC1CC1)c1ccc(-n2cccc2)cc1 | 1.1 | 1 | -12 | 0 | 5 | 21 | 4 | -0.6
O=C(N/N=C/c1sc(N2CCOCC2)nc1-c1ccccc1)c1cccc(S(=O)(=O)N2CCOCC2)c1 | 1.1 | 1 | 12 | 13 | -6 | -392 | -33 | 1.8
Cc1ncc(CO)c(/C=N/NC(=S)Nc2ccc(F)cc2)c1O | 1.3 | -3 | -8 | -2 | 7 | -324 | -28 | 3.1
CN(C)S(=O)(=O)c1cccc(NC(=O)Cn2cc(C(F)(F)F)cc(Cl)c2=O)c1 | 1.1 | 3 | 4 | -12 | -4 | -3 | 1 | 0.3
O=C1NC2CCCCC2C(=O)N1OS(=O)(=O)c1ccccc1 (stereo not drawn) | x | 1 | 35 | x | 4 | 12 | 2 | -0.4
Cc1ccc(C(=O)NC(C)c2ccncc2)o1 (stereo not drawn) | 1.3 | 1 | -4 | -9 | -1 | 2 | -4 | 0.1
CCN(C[C@H]1N[C@@](CC)(C(=O)OC)[C@H]2C(=O)N(Cc3ccccc3)C(=O)[C@@H]12)C(=O)Nc1ccc(Cl)cc1 | 0.98 | -1 | 7 | -11 | -7 | 7 | 1 | -0.7
Cc1ccccc1-n1c(SCC(N)=O)nc2sc(-c3ccccc3)cc2c1=O | 0.94 | 1 | -6 | -5 | -3 | -117 | 0 | -17
Cc1nc([N+](=O)[O-])c(C(=O)OCc2ccccc2C#N)n1C | 1 | 0 | 7 | 10 | -8 | 14 | 0 | -1.9
CCOc1ccc(NC(=O)Cn2sc3nc(C)cc(C)c3c2=O)cc1 | 1 | 5 | 104* | -10 | -3 | 16 | 3 | 9.5
Cc1ccc(S(=O)(=O)N(CC(=O)NCc2ccco2)Cc2ccc(F)cc2)cc1 | 1 | 0 | 39 | -12 | 5 | 31 | 1 | -8.2
O=C(O)c1ccc(/C=N\Nc2ccc(S(=O)(=O)N3CCOCC3)cc2[N+](=O)[O-])cc1 | 0.82 | 1 | -3 | -9 | -3 | 30 | 4 | 0.6
O=C1/C(=C/c2ccccn2)SC(=S)N1N1CCOCC1 | 1.3 | 1 | 6 | -3 | -4 | 22 | 1 | 0.9
OC(CN1CCOCC1)CN(c1ccccc1)c1ccccc1 (stereo not drawn) | 0.92 | 2 | -6 | -8 | -7 | 6 | -2 | -1.2
COc1ccc(OC)c(NC(=O)CCC(=O)Oc2ccc(C)cc2)c1 | 1.1 | -2 | -4 | 4 | -5 | 8 | 0 | -0.7
Cc1cccc(C)c1NC(=S)NCCSc1ccc(Cl)cc1 | 0.94 | -5 | 16 | -12 | 32 | 20 | 0 | 82*
CC(=O)Oc1ccccc1-c1nc(C)nc(N(C)C(C)=O)n1 | 1.1 | -2 | -19 | -22 | 2 | -4 | -1 | 0.1
